DNMT1 inh = human DNMT1 methyltransferase inhibitors, primary screen, biochemical, molecular beacon, fluorescence, HinP1I cleavage, uHTS. DNA (cytosine-5)-methyltransferase 1 (Homo sapiens), P26358. inhibition (reported as % activation of signal), % at 10 µM. hit rate 0.83% among 360,000; in the data active = inhibition above about 50%
NRP1-CendR mod = modulators of CendR peptide binding to NRP-1, primary screen, biochemical, fluorescence polarization, uHTS. FAM-RPARPAR peptide binding to NRP-1. inhibition, % at 25 µM. hit rate 0.85% among 360,000. AID 602438, 2012;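 active = inhibition or corrected inhibition above about 18%, plus a signal ratio from 0.5 to 1.5, limit read from the data, passing the limit was not always enough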; note: strong numbers were not always called active
bovine MsrA act = bovine MsrA enzyme activators, primary screen, biochemical, absorbance, HTS. Methionine sulfoxide reductase A (Bos taurus). purified bovine MsrA, absorbance read-out. activation, % at 10.6 µM. hit rate 0.3% among 360,000. AID 602163, 2012; in the data active = activation above about 7.5%;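 note: 0% = vehicle and 100% = reference activator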
MsrA inh = bovine MsrA enzyme inhibitors, primary screen, biochemical, absorbance, HTS. Methionine sulfoxide reductase A (Bos taurus). purified bovine MsrA, absorbance read-out. inhibition, % at 15.5 µM. hit rate 0.75% among 360,000. AID 651718, 2012; in the data active = inhibition above about 4.5%;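 note: 0% = vehicle wells with enzyme and 100% = reference inhibitor wells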
SUMO1-SIM PPI = modulators of SUMO1 protein-protein interactions, primary screen, biochemical, uHTS. Small ubiquitin-related modifier 1 (Homo sapiens), P63165. SUMO1 binding to a labelled peptide, TR-FRET, 1 h. inhibition, % at 20 µM. hit rate 0.33% among 360,000. AID 602429, 2012; in the data active = inhibition above about 37%
LMPTP block = LMPTP phosphatase inhibitors, primary screen, biochemical, fluorescence intensity, uHTS | recombinant LMPTP-A, OMFP fluorogenic substrate | inhibition, % at 20 µM | hit rate 0.22% among 360,000;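 active = compounds that cut the enzyme signal by at least half of the control window in the single-dose screen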;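 note: plate controls were DMSO wells with enzyme plus substrate for no effect and substrate without enzyme for full effect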
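Test system: LMPTP-A phosphatase enzyme. Amount: LMPTP-A at 0.625 nM final in the reaction. Reagent: OMFP substrate, 400 µM final. Times: 50 min at room temperature. Signal: endpoint fluorescence intensity from OMFP dephosphorylation. Read-out basis: % inhibition. Benchmarks: no-enzyme and uninhibited controls.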
STEP block = STEP phosphatase inhibitors, primary screen, biochemical, fluorescence intensity, uHTS; recombinant STEP, OMFP fluorogenic substrate; inhibition, % at 20 µM; hit rate 0.25% among 360,000;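 active = inhibition at 20 µM, scaled per plate between control wells, above about 37%, limit read from the data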;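 note: 0% = DMSO with enzyme and substrate and 100% = substrate only without enzyme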
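Also added – OMFP at 25 µM · Test system – STEP tyrosine phosphatase · Technique – FITC-channel fluorescence of OMFP product · Schedule – 20 min at room temperature, dark · Evaluation – control-normalized % inhibition with plate pattern correction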
E coli Lon inh = inhibitors of E. coli Lon protease, primary screen, biochemical, fluorescence polarization; inhibition, % at 7.94 µM; AID 602123, 2011; P0A9M0; hit rate 0.42% among 360,000; purified E. coli Lon protease; in the data active = inhibition above about 13%, passing the limit was not always enough;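 note: 0% = enzyme with probe and DMSO and 100% = no enzyme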
Target sequence (P0A9M0 whole entry, looked up): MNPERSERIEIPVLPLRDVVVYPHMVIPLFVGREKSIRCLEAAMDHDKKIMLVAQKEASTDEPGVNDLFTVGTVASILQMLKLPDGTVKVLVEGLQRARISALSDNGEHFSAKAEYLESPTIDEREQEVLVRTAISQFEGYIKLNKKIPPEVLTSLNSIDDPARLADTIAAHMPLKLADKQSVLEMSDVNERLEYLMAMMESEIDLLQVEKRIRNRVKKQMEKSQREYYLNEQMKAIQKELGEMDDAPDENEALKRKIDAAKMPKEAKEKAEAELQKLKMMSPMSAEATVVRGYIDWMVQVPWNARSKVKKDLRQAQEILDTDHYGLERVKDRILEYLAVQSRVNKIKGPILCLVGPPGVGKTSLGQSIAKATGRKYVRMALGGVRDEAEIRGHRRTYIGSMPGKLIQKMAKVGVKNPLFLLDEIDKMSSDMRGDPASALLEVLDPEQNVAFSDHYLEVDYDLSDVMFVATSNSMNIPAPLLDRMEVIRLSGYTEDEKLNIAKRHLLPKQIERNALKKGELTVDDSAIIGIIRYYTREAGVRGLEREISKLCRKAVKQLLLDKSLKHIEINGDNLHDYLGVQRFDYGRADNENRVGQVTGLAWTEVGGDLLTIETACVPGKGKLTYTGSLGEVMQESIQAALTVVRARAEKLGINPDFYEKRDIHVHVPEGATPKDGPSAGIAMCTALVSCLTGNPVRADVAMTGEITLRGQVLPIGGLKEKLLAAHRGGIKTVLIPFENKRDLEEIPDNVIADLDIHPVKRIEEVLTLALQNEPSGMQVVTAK
TbMetRS inhib = T. brucei MetRS inhibitors, primary screen, biochemical, luminescence. methionyl-tRNA synthetase (Trypanosoma brucei brucei). hit rate 0.4% among 360,000. purified T. brucei MetRS, ATP depletion, Kinase-Glo luminescence. inhibition, % at 11.9 µM;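 active = inhibition above a per-plate cutoff of the control wells' mean inhibition plus 3 SD, cut at about 5.5% in these data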;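 note: 0% = DMSO wells median and 100% = median of wells with control inhibitor compound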
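Dosing: 11.9 µM compound single dose, 0.9% DMSO; Assay system: purified T. brucei MetRS enzyme; Measured by: Kinase-Glo luciferase luminescence reporting remaining unconsumed ATP; Schedule: 15 min plus 2 h at 25 °C.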
Scp1 inh = Scp-1 phosphatase inhibitors, primary screen, biochemical, colorimetric, uHTS; Carboxy-terminal domain RNA polymerase II polypeptide A small phosphatase 1 (Homo …; Recombinant Scp1, phosphopeptide, malachite green phosphate absorbance; inhibition, % at 20 µM; hit rate 0.88% among 340,000; AID 493091, 2011;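 active = inhibition above about 50% at 20 µM, limit read from the data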;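 note: plate controls were DMSO wells with enzyme for no effect and wells lacking enzyme for full effect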
Target sequence (Q9GZU7 76-261 limits assumed): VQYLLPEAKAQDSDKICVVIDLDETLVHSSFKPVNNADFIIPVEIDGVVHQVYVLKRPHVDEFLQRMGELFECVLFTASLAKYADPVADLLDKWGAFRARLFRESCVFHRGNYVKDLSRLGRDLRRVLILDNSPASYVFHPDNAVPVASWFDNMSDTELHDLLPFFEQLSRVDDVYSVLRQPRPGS
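Test system: SCP-1 catalytic domain; Buffer or medium: Acidic Tris acetate buffer with magnesium and detergent; Also added: Phosphorylated 17-residue peptide substrate; Compound: single 20 µM dose, 1% DMSO; Schedule: enzyme reaction 45 min at room temperature, colour 5 min, stabilisation 30 min; Signal: Phosphate-binding colour reagent, absorbance read at 630 nm.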
Starred values were filed as active, the others as inactive; x = no result given.

Screens in order – DNMT1 inh | NRP1-CendR mod | bovine MsrA act | MsrA inh | SUMO1-SIM PPI | LMPTP block | STEP block | E coli Lon inh | TbMetRS inhib | Scp1 inh
- Cc1cn([C@H]2C[C@H](O)[C@@H](CNCc3cc(Br)ccc3OCc3ccccc3)O2)c(=O)[nH]c1=O
 : -1 | -6 | 1 | 0.1 | 2 | -1.5 | 0 | 6 | 0.9 | x
- O=c1c2cc(NC(=S)N3CCC(N4CCCCC4)CC3)ccc2nc2n1CCCCC2
 : -1 | -8 | -5 | 1.6 | 1 | -1.8 | -2 | 1 | -0.6 | -9
- CCNC(=O)C1(C)CCN1C(=O)CCc1cccc(Cl)c1 (stereo not drawn)
 : -1 | -7 | 2 | 1.6 | -6 | -0.6 | -3 | -13 | -0.1 | x
- CCOC(=O)[C@]12CCC=C1N(Cc1cccc3ccccc13)C(=O)[C@H](CC(=O)NCCCOC)C2
 : x | 1 | -2 | -0.8 | 1 | -0.2 | x | 1 | -0.8 | x
- Cc1cc(C)cc(-n2nnc(C(=O)NCc3ccccc3)c2N)c1
 : -2 | -2 | -10 | -0.8 | -2 | -0.8 | -4 | -5 | -1.5 | 2
- CCC(=O)OCC(=O)N=c1sccn1Cc1ccc(C)cc1
 : -1 | 6 | -8 | 1.1 | -1 | -2.0 | 1 | -8 | -0.5 | -6
- O=C(Nc1ccc(-c2ccco2)cc1)C1CCCN(Cc2ccc(CO)o2)C1 (stereo not drawn)
 : -7 | -22 | 0 | -0.7 | -1 | 6.1 | -1 | -20 | -0.1 | -8
- CCn1nc2cc(C(=O)NCc3cc(C(F)(F)F)cc(C(F)(F)F)c3)ccc2c1OC
 : 0 | 6 | 0 | -1.6 | -8 | 2.1 | 0 | 0 | -0.1 | -6
- c1ccc(-c2nccc(-c3ccc4c(c3)OCO4)n2)cc1
 : 1 | 5 | 0 | -0.1 | -2 | 3.1 | -3 | -9 | -0.1 | -4
- COc1cccc(-n2nnc3c(=O)n(CC(=O)N4CCC(C)CC4)cnc32)c1
 : 2 | 9 | -12 | -0.8 | 1 | -1.5 | 0 | -10 | -1.9 | -6

One compound at a time, from the list above. Order of screens: DNMT1 inh, NRP1-CendR mod, bovine MsrA act, MsrA inh, SUMO1-SIM PPI, LMPTP block, STEP block, E coli Lon inh, TbMetRS inhib, Scp1 inh
`c1ccc(-c2nccc(-c3ccc4c(c3)OCO4)n2)cc1` in the list: 1, 5, 0, -0.1, -2, 3.1, -3, -9, -0.1, -4
`CCOC(=O)[C@]12CCC=C1N(Cc1cccc3ccccc13)C(=O)[C@H](CC(=O)NCCCOC)C2` in the list: x, 1, -2, -0.8, 1, -0.2, x, 1, -0.8, x
`O=C(Nc1ccc(-c2ccco2)cc1)C1CCCN(Cc2ccc(CO)o2)C1` (stereo not drawn) in the list: -7, -22, 0, -0.7, -1, 6.1, -1, -20, -0.1, -8
`CCC(=O)OCC(=O)N=c1sccn1Cc1ccc(C)cc1` in the list: -1, 6, -8, 1.1, -1, -2.0, 1, -8, -0.5, -6

More entries:
Screens in order – DNMT1 inh | NRP1-CendR mod | bovine MsrA act | MsrA inh | SUMO1-SIM PPI | LMPTP block | STEP block | E coli Lon inh | TbMetRS inhib | Scp1 inh
- Cn1nc(-c2ccc(Cl)cc2)c2cc(C(=O)N3CCOCC3)sc21
 : 0 | -4 | -5 | 2.3 | 0 | 0.8 | -1 | -5 | -1.0 | -15
- O=C(O)C1OC(Oc2cc3oc(-c4ccccc4)cc(=O)c3c(O)c2O)C(O)C(O)C1O (stereo not drawn)
 : 9 | -51 | -2 | 2.1 | -12 | x | 6 | 9 | -0.3 | -2
- CCC1=NN(C(=O)C(=O)Nc2ccccc2OC)C(O)(C(F)(F)F)C1 (stereo not drawn)
 : 2 | -3 | -6 | 1.0 | 3 | 1.3 | -1 | -3 | -1.1 | 7
- COc1ccc2ccccc2c1CNC(C)c1ccccc1 (stereo not drawn)
 : 1 | -2 | -9 | -0.7 | -11 | 0.0 | -1 | -1 | -0.9 | 4
- Cc1ccc(/C=N/NC(=O)CNC(=O)c2ccc(C)c([N+](=O)[O-])c2)o1
 : 1 | 2 | -8 | 2.0 | -15 | 2.3 | -3 | -10 | -1.0 | -9
- CC(C)COc1ccc(C(=O)OCC(=O)N(C)CC(=O)Nc2ccc(F)cc2)cc1
 : 4 | -2 | -1 | -1.9 | 2 | 0.5 | 0 | 4 | -0.3 | -1
- CCCC(=O)N1c2ccccc2C(N(C(C)=O)c2ccccc2)CC1C (stereo not drawn)
 : 6 | -5 | -9 | 0.6 | 1 | -1.6 | 0 | 3 | -1.5 | 0
- CCCCN(C)CCn1c(=S)[nH]c2ccc(N3CCOCC3)cc2c1=O
 : 2 | -19 | 2 | 2.6 | -1 | -0.1 | -3 | 5 | -0.1 | -5
- COc1ccc(N=c2scc(-c3ccc(OC)cc3)n2CCO)cc1
 : -1 | 1 | -5 | 0.2 | -4 | 0.0 | 2 | -9 | -0.2 | -7
- Cc1cccc(S(=O)(=O)NC(=O)C2(C)CCN2C(=O)Cc2cc(F)ccc2F)c1 (stereo not drawn)
 : 3 | -2 | -3 | 1.4 | 0 | -2.6 | 2 | -7 | 0.6 | x
- O=C1CSC(=S)N1CC1CCCO1 (stereo not drawn)
 : -2 | -4 | -2 | -0.8 | 1 | 1.6 | -2 | -2 | -0.2 | -11
- O=[N+]([O-])c1ccc2c(c1)nnn2-c1ccccc1
 : 1 | 2 | -3 | 0.7 | -34 | -1.9 | -1 | 0 | -0.7 | -3
- CN(Cc1cn(Cc2cccc(C(F)(F)F)c2)nn1)C1CN(Cc2cn(Cc3cccc(C(F)(F)F)c3)nn2)S(=O)(=O)C1 (stereo not drawn)
 : x | 4 | -2 | -1.1 | 6 | 0.2 | x | 8 | -0.9 | x
- CCO[C@H]1OC(C(=O)NCc2nc3ccccc3[nH]2)=C[C@@H](c2ccccc2)[C@@H]1CCCO
 : 5 | -2 | -1 | 0.0 | -1 | 0.7 | -3 | -3 | 0.9 | -7
- Cc1ccc(Sc2ccc(CO)cc2[N+](=O)[O-])cc1
 : -1 | 9 | -4 | -1.0 | -27 | 1.0 | -1 | -3 | -0.4 | -5
- CCN(CC)S(=O)(=O)c1cccc(C(=O)Nc2ccc(S(=O)(=O)NC3=NCCCCC3)cc2)c1
 : 2 | -2 | -5 | -0.9 | 8 | -1.2 | 0 | -5 | -0.5 | 56*
- Cc1ccc(N(C)C(=O)N2CCN(S(=O)(=O)c3ccc4ccccc4c3)CC2)cc1
 : -7 | -3 | -5 | -0.1 | -6 | 1.6 | 2 | 1 | -1.1 | -8
- O=C(Nc1ccc(S(=O)(=O)NCCc2ccccc2)cc1)c1ccco1
 : 4 | 4 | 1 | x | -5 | 0.1 | 0 | -2 | 0.2 | 3
- O=C(COC(=O)/C=C/c1ccc2ccccc2n1)NNC(=O)c1ccc([N+](=O)[O-])cc1
 : 2 | -3 | 0 | -0.3 | -11 | 4.4 | 4 | -12 | -0.3 | 49
- C=CCNc1ncnc2c1ncn2[C@H]1CN(Cc2cccs2)C[C@@H](CO)O1
 : 7 | 1 | 1 | 0.8 | -1 | -0.6 | 0 | 0 | 0.2 | x
- Cc1ccc(OC(=O)c2cc(C)nn2C(C)(C)C)cc1
 : -1 | 0 | 1 | -0.6 | 5 | 1.7 | 1 | 9 | 0.2 | -8
- O=C(c1cccc(Cl)c1)N1CCC(=O)N([C@H](COCc2ccccc2)Cc2ccccc2)CC1
 : x | -5 | -9 | 0.8 | 3 | 0.6 | x | 0 | -2.0 | x
- Cc1ccc(S(=O)(=O)N2CCCCC2C(=O)N2CCN(Cc3ccccc3)CC2)cc1 (stereo not drawn)
 : -1 | 2 | 1 | 0.9 | -5 | -1.2 | 0 | -4 | 1.0 | -2
- COc1ccc(NC(=S)N(CCc2c(C)[nH]c3ccc(C)cc23)Cc2ccco2)cc1
 : -19 | 0 | -8 | 2.1 | 1 | 0.6 | 0 | -2 | -0.6 | 12
- O=C(c1ccc(NC(=O)C(c2ccccc2)c2ccccc2)cc1)c1ccc(C(=O)O)c(C(=O)O)c1
 : 0 | -76 | -2 | 1.8 | 11 | -1.2 | 3 | 11 | 0.1 | -10
- COc1ccc(Cn2c(=N)c(C(=O)NC3CCCCC3)cc3c(=O)n4ccccc4nc32)cc1
 : -3 | -21 | -5 | 0.6 | -31 | 2.2 | 4 | 0 | -0.4 | 17
- Cc1ccc(N2C(=O)NC(NS(=O)(=O)c3ccccc3)(C(F)(F)F)C2=O)cc1 (stereo not drawn)
 : 0 | 26* | -3 | 0.1 | 3 | 1.3 | -2 | 6 | 0.1 | -6
- Cc1cc(C)cc(C(=O)NCCC(=O)N2CCC3(CC2)NCCc2[nH]cnc23)c1
 : 0 | 8 | 1 | 0.3 | 2 | -2.4 | 15 | -18 | -0.3 | 0
- O=C(CN(c1ccc(Cl)c(C(F)(F)F)c1)S(=O)(=O)c1ccccc1)N1CCOCC1
 : -2 | -6 | 0 | -1.4 | -1 | -1.4 | -2 | -3 | 0.1 | 2
- CSc1nc(N)c(NC(=O)c2ccc(Br)o2)c(=O)[nH]1
 : -9 | 2 | -2 | -1.0 | 2 | -0.9 | 2 | -1 | -0.1 | -2
- Cc1ccc(Cl)cc1N1CCN(C(=O)Cc2cn(C)c3ccccc23)CC1
 : -17 | -4 | -2 | 3.2 | 2 | 6.5 | 11 | 11 | 0.1 | -6

Just NRP1-CendR mod, DNMT1 inh and MsrA inh, for some of the entries so far:
mol | NRP1-CendR mod | DNMT1 inh | MsrA inh
O=C(c1ccc(NC(=O)C(c2ccccc2)c2ccccc2)cc1)c1ccc(C(=O)O)c(C(=O)O)c1 | -76 | 0 | 1.8
COc1ccc(Cn2c(=N)c(C(=O)NC3CCCCC3)cc3c(=O)n4ccccc4nc32)cc1 | -21 | -3 | 0.6

High-throughput results from PubChem.
